Screening data from PubChem BioAssay.
Mot1-301 SUMO: yeast Mot1-301 growth rescue at high temperature, primary screen, SUMOylation pathway inhibitor project, S. cerevisiae, ATP luminescence, 38.5C; S. cerevisiae Mot1-301 growth rescue; percent above DMSO median, 100 means doubled; growth rescue, % at 18.8 µM; 1% of 320,000 active;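 active means every valid replicate shows activation above 250% relative to neutral control wells; inactive means the rest, any valid replicate at or below 250%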;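 further: OY570 slx delta 5 strain wells were the positive control but not used for scaling; some compounds called inactive have numbers as strong as hits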
Ecoli viability: E. coli V3065 growth inhibition, primary screen, counter-screen for AddAB inhibitor project, absorbance, OD600; 18 h; inhibition, % at 11.9 µM; 0.27% of 330,000 active; AID 449728, 2010;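 active means inhibition above the campaign's mean inhibition across all tested compounds plus 3 SD, cut at about 9.9% in these data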;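 further: uninfected addAB+ strain grown without phage in ampicillin broth; 0% = DMSO wells and 100% = ciprofloxacin 0.95 µg/ml wells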
phage Ecoli inh: growth loss of phage-infected E. coli, primary screen, RecBCD inhibitor project, absorbance, with phage, HTS. inhibition, % at 11.9 µM. 0.26% of 360,000 active; in the data active means inhibition above about 11%
PfHsp90 yeast 2: growth inhibition of PfHsp90-expressing yeast, primary screen, antimalarial PfHsp90 inhibitor project, S. cerevisiae, BacTiter-Glo luminescence, single point, set 2. inhibition, % at 9.4 µM. BacTiter-Glo ATP, 48 h; yeast lacking PDR1 and PDR3 efflux regulators. 0.32% of 310,000 active. AID 504621, 2011;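 active means every replicate shows inhibition above about 80%, whatever the replicate mean, limit read from the data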;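 further: 0% = DMSO neutral controls and 100% = 20 µM radicicol positive controls; yeast relying on Plasmodium falciparum Hsp90 in place of its own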
AddAB inh: growth inhibition of E. coli expressing H. pylori AddAB, primary screen, AddAB inhibitor project, absorbance. inhibition, % at 11.9 µM. 0.29% of 330,000 active; in the data active means inhibition above about 12%;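 further: 0% = vehicle wells of infected cells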
MOR-DOR ag: agonists of OPRM1-OPRD1 heterodimerization, primary screen, cell-based, luminescence; cells; activation, % at 9.3 µM; 0.3% of 340,000 active; in the data active means activation above about 18%;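 further: 0% = vehicle-treated cells and 100% = reference agonist; values of inactives mirror those of a sister screen read the other way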
Target sequence (P35372 whole entry, looked up): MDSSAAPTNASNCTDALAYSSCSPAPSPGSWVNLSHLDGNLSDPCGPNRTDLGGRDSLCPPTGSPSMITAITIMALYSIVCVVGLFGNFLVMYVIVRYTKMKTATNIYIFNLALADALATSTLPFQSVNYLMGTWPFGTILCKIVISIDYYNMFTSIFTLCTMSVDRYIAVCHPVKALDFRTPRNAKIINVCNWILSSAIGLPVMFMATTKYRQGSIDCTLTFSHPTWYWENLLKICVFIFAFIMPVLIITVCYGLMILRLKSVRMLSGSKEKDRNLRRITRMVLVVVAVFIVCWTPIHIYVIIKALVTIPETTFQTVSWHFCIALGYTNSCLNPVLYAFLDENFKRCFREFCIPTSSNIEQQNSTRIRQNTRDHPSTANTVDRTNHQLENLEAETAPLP
Target sequence (P41143 whole entry, looked up): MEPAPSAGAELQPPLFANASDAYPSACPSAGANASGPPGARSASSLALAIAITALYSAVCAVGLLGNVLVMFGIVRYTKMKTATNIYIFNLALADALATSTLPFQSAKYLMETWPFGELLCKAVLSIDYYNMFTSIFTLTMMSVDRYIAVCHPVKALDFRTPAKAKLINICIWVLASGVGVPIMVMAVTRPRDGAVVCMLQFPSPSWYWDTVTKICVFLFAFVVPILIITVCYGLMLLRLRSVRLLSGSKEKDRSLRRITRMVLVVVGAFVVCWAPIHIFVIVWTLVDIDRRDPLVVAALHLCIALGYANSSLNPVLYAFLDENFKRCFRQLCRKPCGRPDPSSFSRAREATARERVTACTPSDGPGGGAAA
MOR-DOR inv ag: inverse agonists of MOR-DOR heterodimerization, primary screen, cell-based, luminescence; Mu-type opioid receptor (Homo sapiens) + Delta-type opioid receptor (Homo sapiens), …; cell-based MOR-DOR heterodimer luminescence, inverse agonism; inhibition, % at 9.3 µM; 0.21% of 340,000 active; in the data active means inhibition above about 22%, passing the limit was not always enough;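 further: 0% = cells with DMSO and 100% = wells without cells with DMSO; values of inactives mirror those of a sister screen read the other way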
PKA-R2B act: activators of PKA-R2B holoenzyme, primary screen, biochemical, fluorescence polarization, Cy5-IP20, human. cAMP-dependent protein kinase catalytic subunit beta (Homo sapiens) + cAMP-dependent …. PKA-R2B holoenzyme dissociation; R2B truncated from residue 108, S112A mutant; 0% DMSO only, 100% 113 µM cGMP. activation, % at 11.4 µM. 0.079% of 340,000 active;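 active means activation above a cutoff set at the mean over all compounds plus 3 SD, cut at about 18% in these data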;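 further: higher means more holoenzyme dissociation and a rise in polarization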
Tat transport: E. coli Tat export inhibitors, primary screen, MC4100, TorA-mCherry reporter, fluorescence, single point; 0.036% of 340,000 active; inhibition, % at 10 µM;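 active means mean replicate inhibition at least 50% and at least half of replicates individually reaching 50%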;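 further: exported cargo escapes ClpAP degradation while cytoplasmic cargo is degraded and loses fluorescence; 0% = median of neutral control wells and 100% = median of NaSCN control wells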
HTR5A inv ctr: HTR5A inverse agonists in luminescence cell assay, primary screen, counter-screen for OPRM1-OPRD1 heterodimer inverse agonist project, full-deck HTS. 5-hydroxytryptamine receptor 5A (Homo sapiens), P47898. HTR5A cell line, inverse agonism. inhibition, % at 9.3 µM. 0.083% of 340,000 active; in the data active means inhibition mostly above about 23%, no sharp cut-off; inactive means mostly below about 18%;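 further: 0% = cells with DMSO and 100% = no-cell wells with DMSO; some compounds called inactive have numbers as strong as hits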
PKA-R1A activ: activators of PKA-R1A holoenzyme, primary screen, biochemical, fluorescence polarization, Cy5-IP20, bovine R1A, mouse PKAc. cAMP-dependent protein kinase type I-alpha regulatory subunit (Bos taurus) + …. PKA-R1A dissociation; scaled: DMSO 0%, 113 µM cGMP 100%. activation, % at 11.4 µM. 0.083% of 340,000 active. AID 504707, 2011;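 active means percent activation above the mean of all tested compounds plus 3 SD, cut at about 19% in these data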;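 further: higher means more PKAc released from R1A so a rise in polarization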
* = called active by the depositor; nt = not tested or not shown.

SMILES	Mot1-301 SUMO	Ecoli viability	phage Ecoli inh	PfHsp90 yeast 2	AddAB inh	MOR-DOR ag	MOR-DOR inv ag	PKA-R2B act	Tat transport	HTR5A inv ctr	PKA-R1A activ
CC(C)(C)Cc1cc(N)on1	nt	-2.8	2.2	-25	-0.3	1.8	-9	-7	-1	5	0
O=C(CCc1ccccc1)NNC(=O)CCc1ccccc1	1	1.2	3.1	1	-0.6	-1.5	8	15	-1	-10	3
Cc1ccc(C2(c3ccccc3)NC(=O)N(CC(=O)NC3CCS(=O)(=O)C3)C2=O)cc1C (stereo not given)	3	0.9	4.4	-15	0.3	-2.0	8	-3	-2	7	1
Cc1ccccc1C(=O)Nc1ccnc(-c2ccncc2)n1	-3	0.7	3.1	-1	-2.4	-0.7	4	5	2	-13	8
CSc1nc(-c2ccc(Cl)cc2Cl)[nH]c(=O)c1C#N	-3	3.6	2.8	8	1.2	2.0	-11	-12	-4	-9	14
Cc1ccc[n+](CC(=O)c2ccc(-c3ccccc3)cc2)c1	4	-1.9	5.4	-10	0.4	-2.5	13	4	-14	5	-9
COc1ccc2c(c1)C(=O)N(Cc1ccccc1)C(=O)C2(C)C	107	0.6	0.6	-14	1.6	2.7	-20	-3	5	14	-1
CC(=O)Nc1ccc(C(=O)OCC(=O)/C(C#N)=C(\C)N)cc1	nt	3.3	4.3	-9	-0.5	-2.2	12	-14	0	0	-13
O=C(NNC(=O)c1ccc(S(=O)(=O)N2CCOCC2)cc1)c1ccccc1	38	2.3	3.4	5	3.4	1.4	-11	-6	0	0	0
COc1cc(C(=O)OC2CCOC2=O)c([N+](=O)[O-])cc1OC (stereo not given)	-9	-1.6	-1.0	-11	4.1	-1.7	11	3	-1	15	-5
CC(C)CCNC(=O)C(=O)Nc1ccc2c(c1)N(S(=O)(=O)c1cccs1)CCC2	70	2.9	2.1	-11	0.8	-5.5	27	1	15	16	-2
O=C(O)c1ccc(CS(=O)(=O)c2cccc(C(F)(F)F)c2)o1	-6	0.1	3.6	13	-3.4	0.4	-2	1	3	-27	1
CCN1C(=O)c2cccc3c(S(=O)(=O)NCc4cccnc4)ccc1c23	-11	-3.6	2.1	-1	1.6	-3.5	14	-2	-4	-13	-13
O=C1c2ccccc2C(=O)N1CCc1nc2ccccc2c(=O)n1-c1ccccn1	nt	2.3	1.2	1	1.1	-1.8	10	0	-2	7	3
CCCCCN1CC(O)=C(c2nc3ccccc3[nH]2)C1=N	14	-4.0	0.0	-1	-2.7	-2.6	12	0	-5	-44	2
O=c1c2ccccc2nc2ccc(NCc3ccco3)nn12	-11	3.2	3.0	-15	1.5	1.8	-11	-7	0	38	0
CC(Sc1nnnn1C1CCCCC1)C(=O)O (stereo not given)	3	-2.8	2.9	-13	3.2	-0.5	2	6	24	1	3
CC(C)c1ccc(NC2CCCN(C(=O)c3ccc(N4CCOCC4)cc3)C2)cc1 (stereo not given)	1	-1.9	0.2	12	-2.4	-3.2	18	1	1	11	-8
CCC(=O)c1cn(CC(=O)Nc2c(C)cccc2C)c2ccccc12	83	0.6	1.3	10	2.9	-2.7	12	15	-12	10	-5
CN(C)CCCNC(=O)CC1C[C@H](C(=O)N2CCCCC2)[C@@]2(CCc3ccccc3)c3[nH]c4ccccc4c3CCN2C1=O (stereo not given in full)	-12	-3.2	2.1	-5	0.7	-2.5	12	4	5	5	10

Reformatted: entries from further up.
Under each structure: Mot1-301 SUMO, Ecoli viability, phage Ecoli inh, PfHsp90 yeast 2, AddAB inh, MOR-DOR ag, MOR-DOR inv ag, PKA-R2B act, Tat transport, HTR5A inv ctr, PKA-R1A activ
- CC(C)(C)Cc1cc(N)on1
    nt, -2.8, 2.2, -25, -0.3, 1.8, -9, -7, -1, 5, 0
- O=C(CCc1ccccc1)NNC(=O)CCc1ccccc1
    1, 1.2, 3.1, 1, -0.6, -1.5, 8, 15, -1, -10, 3
- Cc1ccc(C2(c3ccccc3)NC(=O)N(CC(=O)NC3CCS(=O)(=O)C3)C2=O)cc1C (stereo not given)
    3, 0.9, 4.4, -15, 0.3, -2.0, 8, -3, -2, 7, 1
- Cc1ccccc1C(=O)Nc1ccnc(-c2ccncc2)n1
    -3, 0.7, 3.1, -1, -2.4, -0.7, 4, 5, 2, -13, 8
- CSc1nc(-c2ccc(Cl)cc2Cl)[nH]c(=O)c1C#N
    -3, 3.6, 2.8, 8, 1.2, 2.0, -11, -12, -4, -9, 14
- Cc1ccc[n+](CC(=O)c2ccc(-c3ccccc3)cc2)c1
    4, -1.9, 5.4, -10, 0.4, -2.5, 13, 4, -14, 5, -9
- COc1ccc2c(c1)C(=O)N(Cc1ccccc1)C(=O)C2(C)C
    107, 0.6, 0.6, -14, 1.6, 2.7, -20, -3, 5, 14, -1
- CC(=O)Nc1ccc(C(=O)OCC(=O)/C(C#N)=C(\C)N)cc1
    nt, 3.3, 4.3, -9, -0.5, -2.2, 12, -14, 0, 0, -13

The listing continues.
SMILES	Mot1-301 SUMO	Ecoli viability	phage Ecoli inh	PfHsp90 yeast 2	AddAB inh	MOR-DOR ag	MOR-DOR inv ag	PKA-R2B act	Tat transport	HTR5A inv ctr	PKA-R1A activ
Cc1ccc(-n2c(SCC(=O)N/N=C/c3c(C)nn(-c4ccccc4)c3C)nc3ccccc3c2=O)cc1	-9	-1.8	2.1	-83	4.2	1.3	-6	-9	-4	-23	-22
COc1ccccc1NC(=O)Nc1cccc(C(=O)O)c1	-15	-3.3	3.8	-7	-0.3	-2.5	14	3	-1	-4	-13
O=C(/C=C/c1ccccc1)Nc1cccc(C(=O)N2CCCCC2)c1	nt	nt	3.5	-34	nt	-0.5	2	5	2	-8	-7
O=C(CSc1n[nH]c(-c2ccccc2F)n1)NCC(=O)Nc1ccc(F)c(F)c1F	3	2.3	2.2	nt	2.3	3.0	-14	3	-3	-12	8
COc1ccccc1CNC(=S)NC1CCCC1	331	-0.2	3.0	8	3.4	-4.1	22	-15	-13	6	-17
O=C(CN(Cc1ccc(F)cc1)C(=O)CNS(=O)(=O)c1ccccc1)NCc1ccco1	-23	-0.6	-0.6	-15	2.8	-1.9	12	-1	4	3	6
CCCn1ncc([C@@H]2C[C@H]3CN(Cc4cccc(Cl)c4)C(=O)[C@]34CCCN24)c1C	1	-4.0	-2.4	-14	1.7	-0.9	5	-4	-8	-7	4
O=C(c1ccco1)N1CCN(C(c2ccccc2Cl)c2nnnn2CC2CCCO2)CC1 (stereo not given)	-13	-0.4	2.4	7	3.2	1.1	-5	8	8	17	1
COc1cc(/C=N/NC(=O)COc2ccc(Cl)cc2)ccc1OS(=O)(=O)c1ccc(C)cc1	-4	-0.1	1.2	16	0.2	6.3	-35	-3	5	2	-9
Cn1nc(-c2ccccc2)c2cc(C(=O)O)sc21	64	-0.2	0.3	-2	5.0	0.9	-5	-13	-3	-4	-2
CC(C)c1ccc(/C=C/C(=O)NCCCN2CCOCC2)cc1	16	-0.9	2.8	-3	-0.1	-2.0	8	3	8	0	-5
O=C(CN1CCN(S(=O)(=O)c2ccc(Br)cc2)CC1)Nc1ccc2c(c1)OCCO2	2	-1.1	0.2	-5	4.5	-0.2	1	4	0	2	-1
Cc1ccc(-n2nc3ccc(NC(=O)c4ccco4)cc3n2)cc1	27	-1.1	2.5	15	3.6	-1.4	8	1	-18	-6	1
Cc1c(NC(=O)Nc2ccccc2Cl)sc(=S)n1C	-19	0.9	1.2	nt	0.9	-0.1	1	9	1	4	2
COc1ccccc1CN(C)C(=O)c1cc(-c2cccs2)nc2ccccc12	26	0.6	0.9	11	0.3	1.4	-11	-8	14	-10	1
CC1(C)Cc2c(sc(/N=C/N3CCOCC3)c2C#N)C(C)(C)N1	6	-0.1	1.9	1	2.3	-4.9	24	0	-3	-8	-10
CCC(Cc1ccccc1)NC(=O)Cn1ncc2ccsc2c1=O (stereo not given)	-16	-0.3	3.6	nt	-0.6	-0.4	2	-8	1	3	-7
COc1ccc(-n2c(=O)c3c(C)c(C)sc3n(Cc3cccc(F)c3)c2=O)c(OC)c1	-14	0.8	0.4	-11	-1.3	-3.1	17	-2	1	22	-1
Cc1ccc(C)c(NC(=O)CSc2nc3c(oc4ccccc43)c(=O)n2-c2ccccc2)c1	-2	-1.7	3.0	-13	3.2	0.2	-1	3	5	-9	9
COc1ccccc1NS(=O)(=O)c1ccc(C)c(NC(=O)NCCCl)c1	0	1.2	1.7	-9	3.2	0.4	-2	17	0	-3	12
CCOC(=O)Cc1csc(NC(=O)CSc2nnc3ccccn23)n1	106	1.3	2.5	14	6.8	-1.0	5	-5	4	4	-6
COc1ccc(CNC(=O)CN2CCC(NC(=O)c3cccc(OC)c3)CC2)cc1	nt	nt	2.2	1	nt	-0.1	1	0	-4	4	2
COc1cccc2c1-c1c(C(=O)O)cccc1C2=O	2	-0.1	2.3	1	1.5	2.8	-14	-22	-3	5	-12
COc1ccccc1CC(=O)NCC(c1ccco1)N1CCCCC1 (stereo not given)	-8	2.8	2.7	3	5.3	-4.6	21	2	5	8	4
CCc1ccc(-c2cc3c(=O)n(CC(=O)N4CCCC4)nc(C)n3n2)cc1	-16	-2.9	3.0	-24	3.9	-1.8	9	4	2	10	-5
CCCCCCCNC(=O)COc1ccc2c(c1)C(=O)CC(C)(C)O2	-5	-1.2	2.5	-3	-0.2	4.5	-24	-12	3	8	-6
Cc1onc(-c2ccccc2Cl)c1C(=O)NC(=S)NCC(=O)c1ccccc1	nt	-2.5	3.7	0	0.4	-1.4	10	-3	4	-3	-9
Cc1cccc(C)c1NC(=O)COC(=O)c1c2c(nc3ccccc13)/C(=C\c1ccc3c(c1)OCO3)CCC2	86	-1.6	3.4	-13	4.2	0.1	0	3	-2	-29	0
O=C(Nc1ccc(F)c(Cl)c1)Nc1cnccn1	0	-2.5	3.0	12	2.5	-2.9	14	6	3	12	9
CCC(C)N(C(=O)CSc1nc(C)nc2ccccc12)C1CCS(=O)(=O)C1 (stereo not given)	-1	-4.7	0.9	nt	-1.1	-3.5	14	-7	-16	11	-11
COc1cccc(CNC(=O)C2CCC(=O)N(CCc3cccc(F)c3)C2)c1 (stereo not given)	-14	0.6	-0.5	-6	-0.4	-1.6	8	-1	0	5	-4
